Screens deposited in PubChem BioAssay by National Center for Advancing Translational Sciences (NCATS).
aSyn tox rescue: inhibitors of alpha-synuclein toxicity in yeast | S. cerevisiae alpha-synuclein toxicity rescue, BacTiter-Glo growth, 24 h | Potency, µM (highest dose often 46.1 µM), inactives show at the highest dose growth rescue (activation), actives largely listed as activators | 94,000 compounds, 0.02% hits | AID 1347070; active = well fitted activation curve with a large enough effect; also: 0% is about no effect
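Growth restoration measured by BacTiter-Glo luminescence after 24 hr at 30 deg C; alpha-synuclein yeast, raffinose-pregrown to mid-log, were added at OD600=0.02 in galactose medium onto pinned compounds.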
* marks the source's active call; other numbers are inactive results; [ ] = remark or other dose. Potency is read from the fitted curve at half-maximal effect. Only part of the results is shown; count on the stated rates, not on these rows.

Compound | aSyn tox rescue
CC1CN(C(=O)COC(=O)c2cc(Cl)ccc2[N+](=O)[O-])CC(C)O1 (stereo not given) | -5%
CCOc1ccc(Nc2ccc(N3C(=O)CCC3=O)cc2[N+](=O)[O-])cc1 | 0%
COc1cc(OC)c(N(C)S(=O)(=O)c2cccc(C(=O)NCc3cccs3)c2)cc1Cl | -2%
O=C(NCc1ccc(Cl)cc1)c1ccc2c(c1)N(Cc1ccccc1F)C(=O)c1ccccc1S2=O (stereo not given) | 5%
O=C(NC1CCCCC1)c1ccc2ccccc2c1O | -31%[inhibitor]
CN(C(=O)CSc1nc2ccccc2n1CC(=O)N(C)C1CCCCC1)c1ccccc1 | -7%
Cc1nn(Cc2c(F)cccc2Cl)c(C)c1NC(=O)C1CC1 | -4%
Cc1ccc(C)c(NC(=O)CSc2nc(=O)n(CCN3CCOCC3)c3c2CCC3)c1 | 1%
COc1ccc(C2C3=C(CCCC3=O)Nc3n[nH]c(C)c32)cc1OC (stereo not given) | 2%
Cc1oc2ncn(C)c(=O)c2c1C(=O)Nc1ccccn1 | -2%
O=C(c1ccccc1Cl)N1CCn2c1nc1ccccc12 | -4%
CC(=O)N1CCCc2cc(S(=O)(=O)N3CCC(C(=O)NC4CCC(C)CC4)CC3)ccc21 (stereo not given) | 3%
COc1ccc(-n2c3c(c(=O)[nH]c2=O)C(NS(=O)(=O)c2ccc(Cl)cc2)(C(F)(F)F)C(=O)N3)cc1 (stereo not given) | -14%
CC(=O)c1ccc(Oc2ncnc3c2oc2ccccc23)cc1 | 0%
CS(=O)(=O)Cc1ccc(C(=O)Nc2cccc(-c3nc4ccccc4[nH]3)c2)cc1 | -30%
COc1ccc(NS(=O)(=O)c2cccc(C(=O)NNC(=O)c3ccc(Br)o3)c2)cc1 | 12%
Cc1cccc(NS(=O)(=O)c2cccc(C(=O)N3CCCCCC3)c2)c1 | -12%
CCOC(=O)c1c(C)n(-c2ccccc2)c2ccc(OC(=O)COc3ccc(Cl)cc3)cc12 | -3%
NS(=O)(=O)c1ccc(CCNC(=O)C2CCN(S(=O)(=O)c3c(Cl)cccc3Cl)CC2)cc1 | 3%
Cn1cnnc1SCC(=O)Nc1cc(C(F)(F)F)ccc1N1CCOCC1 | 7%
O=C(O)CSc1nc2c(c(C(F)(F)F)n1)CCc1ccccc1-2 | 8%
CCOC(=O)CN(Cc1ccccc1)C(C(=O)NC1CCCCC1)c1ccccc1 (stereo not given) | -17%
Cc1ccc(C)c(NC(=O)CSc2ncc3c(n2)-c2cc(Cl)ccc2N(Cc2ccccc2F)S3(=O)=O)c1 | 9%
Nc1nnc(SCC(=O)Nc2ccccc2C(F)(F)F)s1 | -1%
CN(Cc1ccsc1)C(=O)CCc1nnc(Cc2c[nH]c3ccccc23)o1 | -7%
COc1ccc(-c2nc(S(=O)(=O)c3ccccc3)c(N3CCN(C)CC3)o2)cc1 | 0%
COc1cccc(NC(=O)c2oc3ccc(S(=O)(=O)N4CCOCC4)cc3c2C)c1 | 3%
O=C(Cn1nc2ccccc2n1)N/N=C/c1cc([N+](=O)[O-])ccc1O | -11%
Cc1ccc2c(c1)N(C(=O)CCC(=O)NCCCN1CCOCC1)CC(C)O2 (stereo not given) | -2%
CCOC(=O)c1cc(-c2ccccc2)nc2nc(N3CCCCC3)sc12 | 10%

Four records drawn at random from the list so far, as already listed:
Compound | aSyn tox rescue
CN(Cc1ccsc1)C(=O)CCc1nnc(Cc2c[nH]c3ccccc23)o1 | -7%
COc1cccc(NC(=O)c2oc3ccc(S(=O)(=O)N4CCOCC4)cc3c2C)c1 | 3%
CCOC(=O)CN(Cc1ccccc1)C(C(=O)NC1CCCCC1)c1ccccc1 (stereo not given) | -17%
CCOC(=O)c1cc(-c2ccccc2)nc2nc(N3CCCCC3)sc12 | 10%

(listing goes on)
Compound | aSyn tox rescue
COc1ccc(CNC(=O)c2cc3c(=O)[nH]c4ccc(C)cc4c3s2)c(OC)c1 | 0%
COc1ccc(NC(=O)Cn2c(C)c3cnn(-c4ccccc4)c(=O)c3c2C)c(OC)c1 | -3%
CC1(C)CC(=O)C(CC2C(=O)CC(C)(C)CC2=O)C(=O)C1 | -3%
COc1ccc(CCNC(=O)CN(c2cc(C(F)(F)F)ccc2Cl)S(C)(=O)=O)cc1 | 3%
CN(C)c1cccc(C(=O)NCCCn2ccc3ccccc32)c1 | 6%
COC(=O)c1ccc(NC(=O)CCc2c(C)nn(-c3ccc(N4CCOCC4)nn3)c2C)cc1 | 8%
COC(=O)c1cc(=O)n(Cc2ccco2)c(=Nc2ccc(F)cc2)s1 | 4%
COc1ccc([N+](=O)[O-])cc1NC(=O)CCNC(=O)Cn1ccc2ccccc2c1=O | -2%
COc1ccccc1S(=O)(=O)N1CCN(S(=O)(=O)c2ccccc2C#N)CC1 | -8%
CC(=O)NCC(c1ccc2c(c1)OCO2)N1CCN(c2ccccc2)CC1 (stereo not given) | 1%
COCCN(C(=O)CSc1ncn[nH]1)c1c(N)n(Cc2ccccc2)c(=O)[nH]c1=O | -11%
CC(C)C(C)NC(=O)CN1C(=O)NC2(CCc3ccccc32)C1=O (stereo not given) | -2%
COc1cc2nc(CN3CCN(C(C)=O)CC3)[nH]c(=O)c2cc1OC | -7%
Cc1ccc(S(=O)(=O)N2CCN(C(=O)Cn3nc(C(=O)O)c4ccccc4c3=O)CC2)cc1 | 2%
O=C(NC1CC(=O)N(c2cccc(F)c2)C1)C1CC1 (stereo not given) | -3%
O=C(NCC(c1cccnc1)N1CCc2ccccc21)c1cccc(Br)c1 (stereo not given) | 27%
CC(=O)c1ccc(NC(=O)COCc2cc(-c3ccc(F)cc3)on2)cc1 | -7%
COc1ccc(C2=NS(=O)(=O)N(C)C(C(=O)N3CCCCC3C)=C2)cc1 (stereo not given) | 0%
Cc1ccc(S(=O)(=O)NCc2nc3nc(C)cc(C)n3n2)cc1 | -11%
COc1ccc(C(=O)NC2CCN(C(=O)Nc3ccc(F)cc3)CC2)cc1 | 7%
Cc1nc(NC(=O)CSc2nnc(-c3ccncc3)n2C)sc1C | -11%
CC(=O)Oc1ccc2c(=O)c(-c3ccccc3)coc2c1 | 13%
CCCCCCN1C[C@@H](O)[C@H](n2cc(COC(=O)c3ccccc3)nn2)C[C@@H]1c1ccc(OC)cc1 | 5%
O=C(Nc1ccccc1)Nn1cnnc1 | -2%
NS(=O)(=O)c1ccc(CCNC(=O)CCCNC(=O)c2ccc(Cl)cc2)cc1 | -12%
COc1ccc(-c2nn(-c3ccccc3)cc2C(=O)NC2CCC(C)CC2)cc1 (stereo not given) | -23%
CC(C)(C)OC(=O)N/N=C\c1cccnc1 | -1%
CCc1ccccc1Nc1nn2c(=O)c3ccc(C(=O)NCc4ccccc4OC)cc3nc2s1 | 0%
CCOC(=O)c1ccccc1NC(=O)Cn1c2ncccc2c(=O)n1-c1ccccc1 | -2%
CC(OC(=O)c1ccc2noc(-c3ccccc3)c2c1)C(N)=O (stereo not given) | -10%

3 structures from above, ordered by heavy-atom count, lowest first:
Compound | aSyn tox rescue
O=C(Nc1ccccc1)Nn1cnnc1 | -2%
CC(C)(C)OC(=O)N/N=C\c1cccnc1 | -1%
COc1ccc(-c2nn(-c3ccccc3)cc2C(=O)NC2CCC(C)CC2)cc1 (stereo not given) | -23%

By substructure, the entries above with a COOH group (2)
Compound | aSyn tox rescue
O=C(O)CSc1nc2c(c(C(F)(F)F)n1)CCc1ccccc1-2 | 8%
Cc1ccc(S(=O)(=O)N2CCN(C(=O)Cn3nc(C(=O)O)c4ccccc4c3=O)CC2)cc1 | 2%

(list continues)
Compound | aSyn tox rescue
O=S(=O)(c1ccccc1)N1CCN(CCOc2ccc(F)cc2)CC1 | -1%
CCOC(=O)N1CCN(C(=O)C2CCN(S(=O)(=O)c3ccc(F)cc3)CC2)CC1 | 12%
COc1cc(NC(=O)COCc2cc(-c3ccc4c(c3)OCO4)on2)cc(OC)c1 | -1%
COc1cccc(N2CC(NC(=O)C3CCCCC3)CC2=O)c1 (stereo not given) | -11%
COc1ccccc1N1CCN(C(=O)Cn2c(=O)n3nc(-c4ccc(C)cc4)nc3c3ccccc32)CC1 | -2%
CN(CCC#N)C(=O)Cn1nc(Cc2ccncc2)c2ccccc2c1=O | -13%
CC1(NC(=O)c2cccc(S(=O)(=O)N3CCN(c4ccc(F)cc4)CC3)c2)CCS(=O)(=O)C1 (stereo not given) | 9%
O=C(NNc1c(Cl)cncc1Cl)c1cccs1 | 0%
O=C(c1cc(-c2ccc(Cl)c(Cl)c2)on1)N1CCOCC1 | -5%
O=c1ccc(-c2ccccc2)nn1Cc1ccccc1 | 11%

Looked up above.
Value of O=S(=O)(c1ccccc1)N1CCN(CCOc2ccc(F)cc2)CC1 under aSyn tox rescue: -1%
Value of O=C(c1cc(-c2ccc(Cl)c(Cl)c2)on1)N1CCOCC1 under aSyn tox rescue: -5%
Value of COc1ccccc1N1CCN(C(=O)Cn2c(=O)n3nc(-c4ccc(C)cc4)nc3c3ccccc32)CC1 under aSyn tox rescue: -2%

(cont.)
Compound | aSyn tox rescue
CCCCNC(=O)C1(NC(=O)Nc2ccc(C)cc2)CCCCC1 | 0%
O=C(Cn1c(-c2cccs2)cc2ccccc21)N1CCN(c2ccc(Cl)cc2)CC1 | 4%
Cn1c(=O)c2c(SCc3ccccc3)nc(C3CC3)nc2n(C)c1=O | -2%
COC(=O)Cc1c(C)nc2nc(-c3ccc(C)cc3)[nH]n2c1=O | -14%
O=C(Nc1ccncc1)c1cccc(S(=O)(=O)N2CCOCC2)c1 | -3%
C=C(C)C(=O)Nc1ccc2nn(-c3ccccc3O)nc2c1 | -7%
O=C(c1ccoc1)N1CCN(c2cc(-c3ccccc3)nc3cc(-c4ccccc4)nn23)CC1 | -7%
Cc1cc(C)nc(-n2nc(C)c3c(C(=O)O)cc(-c4cccc(Br)c4)nc32)n1 | 5%
CCOC(=O)N1CCN(C(=O)c2cnn(-c3cccc(F)c3)c2-n2cccc2)CC1 | 6%
CN(C)S(=O)(=O)c1cccc(C(=O)OCC(=O)NC2CCCc3ccccc32)c1 (stereo not given) | -5%

(next part)
molecule,aSyn tox rescue
O=C1NC(C2CC3C=CC2C3)Nc2ccccc21 (stereo not given),7%
CC1CCCCN1C(=O)COc1ccc2ccc(=O)oc2c1 (stereo not given),-8%
Cc1cccc(NC(=O)CSc2nc(=O)n(CCN3CCOCC3)c3c2CCCC3)c1C,0%
COCCN1C(=O)C(=O)/C(=C(/O)c2ccc(S(=O)(=O)N3CCOCC3)cc2)C1c1ccc(O)cc1 (stereo not given),8%
CCOc1ccc(Nc2nc3c(S(=O)(=O)c4ccc(C(C)C)cc4)nnn3c3ccsc23)cc1,1%
COc1ccc(/C=C/C(=O)Nc2nc(-c3cccs3)ns2)cc1OC,-14%
CCCS(=O)(=O)c1ncc(Cl)c(C(=O)N2CCN(c3ccc(OC)cc3)CC2)n1,0%
O=S(=O)(NCc1ccco1)c1ccc2ccccc2c1,12%
O=C(NCCNc1ccc([N+](=O)[O-])cc1)c1ccccc1Cl,-9%
O=C(COC(=O)Cc1ccc(Cl)cc1Cl)NCc1ccco1,18%
CC1=C(C(=O)Nc2cccc(C)c2C)C2(CCCCC2)OC1=O,7%
Cc1cc(C)n2c(Nc3ccc(C(C)C)cc3)c(-c3ccsc3)nc2n1,-11%
Cc1ccc(CNC(=O)C2CCN(S(=O)(=O)c3ccc4c(c3)oc(=O)n4C)CC2)cc1,-3%
Oc1c(C(c2ccccc2)N2CCCCC2)sc2ncnn12 (stereo not given),-8%
COc1cc2c(cc1OC)C(COc1ccc(F)cc1)N(C(=O)Cc1ccccc1)CC2 (stereo not given),9%
CC(OC(=O)CCN=C1NS(=O)(=O)c2ccccc21)C(=O)Nc1ccc(F)cc1Cl (stereo not given),0%
O=C(NCc1ccc2c(c1)CCN2C(=O)c1ccccc1)c1ccccc1,-4%
COc1ccc(N2CCN(CCCNC(=O)c3cc(Nc4ccccc4OC)nc4ccccc34)CC2)cc1,-4%
Cc1ccc2oc(=O)c3cnn(CC(=O)Nc4cccc(C(F)(F)F)c4)c3c2c1,1%
Cc1nc(-c2cccc(F)c2)sc1CCNC(=O)C(=O)Nc1ccc2c(c1)OCCO2,7%
COc1ccc(NC(=O)Cn2cnc3sc(C)c(S(=O)(=O)N4CCOCC4)c3c2=O)cc1Cl,-8%
CCOc1ccc(C(=O)Nc2ccc3oc(-c4cccnc4)nc3c2)cc1,-3%
CC(=O)N1CCCc2cc(S(=O)(=O)N3CCC(C(=O)NCc4ccccc4)CC3)ccc21,-3%
O=C(CN1C(=O)/C(=C2\SC(=S)N(CCS(=O)(=O)O)C2=O)c2ccccc21)Nc1cccc(Br)c1,0%
Cc1cc(C(=O)NNC(C)Cc2ccccc2)no1 (stereo not given),10%
O=C(O)c1ccccc1C(=O)NCCc1c(C(=O)O)[nH]c2ccc(F)cc12,-1%
O=C(CN1C(=O)COc2ccc(S(=O)(=O)N3CCCCCC3)cc21)N1CCN(c2ccccc2)CC1,-10%
COCCN(C)Cc1cn(-c2ccc(F)cc2F)nc1-c1ccccc1C,0%
CCc1ccc(NC(=O)c2ccc3c(=O)n4nc(Nc5ccccc5C)sc4nc3c2)cc1,5%
O=C(NCC1OCCc2ccccc21)C1COc2ccccc2O1 (stereo not given),6%
COc1ccc(CNC(=O)c2n[nH]c3ccccc23)cc1OC,-3%
Cc1cccc(C(=O)Nc2ccc(C(=O)OCc3cc(=O)n4c5c(sc4n3)CCCC5)cc2)c1,-1%
Cc1ccc2c(c1)C(c1ccncc1)=NNC(c1cccnc1)=N2,12%
CCc1cccc(NC(=O)c2c(N3CCCC3=O)c3cc(C)ccc3n2C)c1,-17%
O=C(N/C(=C\c1ccc(F)cc1)C(=O)N1CCOCC1)c1ccccc1,9%
Cn1c(=O)[nH]c(=O)c2c1[nH]c(=S)n2Cc1ccc(Cl)cc1,-9%
Cc1ccc(-n2c(SCC(=O)Nc3c(C)cccc3C)nc(O)c(C)c2=O)cc1,3%
CC(=O)c1ccc(NC(=O)CC2Oc3ccc(C)cc3NC2=O)cc1 (stereo not given),-6%
O=C(Nc1ccc(F)c(Cl)c1)C1CC2CCC1C2 (stereo not given),-30%[inhibitor]
CCc1cc2c(cc3c(=O)n(CC(=O)NC(C)c4ccccc4)ncn32)s1 (stereo not given),2%
